High-throughput results (PubChem BioAssay)
proKLK7 act: activates the human kallikrein-7 zymogen. P49862. purified proKLK7, EDANS-DABCYL substrate fluorescence; 100% is mature enzyme control, 0% vehicle. activation, % at 7 µM. hit rate 0.9% among 370,000. AID 652039;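 active means activation above the mean of all tested compounds plus 3 SD, computed per campaign excluding outliers beyond control limits, cut at about 13% in these data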
Target sequence (P49862 whole entry, looked up): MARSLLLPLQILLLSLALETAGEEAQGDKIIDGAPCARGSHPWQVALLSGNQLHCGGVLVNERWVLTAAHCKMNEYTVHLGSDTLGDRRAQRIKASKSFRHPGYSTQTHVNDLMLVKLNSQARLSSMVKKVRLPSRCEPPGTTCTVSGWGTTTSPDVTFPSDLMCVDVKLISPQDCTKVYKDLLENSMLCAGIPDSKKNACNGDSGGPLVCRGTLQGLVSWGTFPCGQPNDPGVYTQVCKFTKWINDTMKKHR
hgDAF-12 ag: agonists of H. glycines DAF-12 nuclear receptor; AID 687014; HEK293 GAL4-hgDAF12 UAS-luciferase reporter, agonist luminescence; normalized to butyrate control; hit rate 1.8% among 370,000; activation, % at 6.8 µM;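 active means activation above a cutoff set at the mean of all screened compounds plus 3 SD, cut at about 10% in these data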;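 further: 0% = DMSO wells and 100% = sodium butyrate wells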
HGIII-sPLA2 inh: Blocks human group III sPLA2 activity | Q9NZ20 | QFRET BODIPY PC-A2 liposome hydrolysis, fluorescence | inhibition, % at 12.2 µM | hit rate 0.56% among 370,000 | AID 743126;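 active means inhibition above mean plus 3 SD of compounds lying within the high and low control bounds, cut at about 19% in these data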;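 further: 0% = median of test compound wells and 100% = no enzyme DMSO wells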
Target sequence (Q9NZ20 whole entry, looked up): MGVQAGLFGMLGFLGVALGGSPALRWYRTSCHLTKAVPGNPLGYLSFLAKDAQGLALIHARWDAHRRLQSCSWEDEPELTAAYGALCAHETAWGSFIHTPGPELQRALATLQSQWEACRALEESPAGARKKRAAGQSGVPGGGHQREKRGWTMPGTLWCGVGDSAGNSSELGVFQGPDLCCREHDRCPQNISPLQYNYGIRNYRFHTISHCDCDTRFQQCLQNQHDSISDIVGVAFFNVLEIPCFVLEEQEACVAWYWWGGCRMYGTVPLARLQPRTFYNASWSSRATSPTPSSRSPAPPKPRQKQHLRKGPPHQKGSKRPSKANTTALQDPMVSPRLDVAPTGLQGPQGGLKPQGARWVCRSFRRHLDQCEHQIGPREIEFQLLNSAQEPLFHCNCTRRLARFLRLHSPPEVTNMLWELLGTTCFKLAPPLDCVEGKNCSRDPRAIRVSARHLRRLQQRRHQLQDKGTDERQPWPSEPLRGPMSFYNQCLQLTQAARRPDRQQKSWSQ
GAA850 FXN act: frataxin GAA850 promoter activation; hit rate 0.56% among 360,000; activation, % at 6 µM; AID 540364; HEK293 lucGAA850 FXN promoter luciferase reporter, 24 h; percent of 10 µM SAHA response;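 active means activation above the average of all compounds screened plus 3 SD, cutoff fixed separately per campaign, cut at about 7.5% in these data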;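 further: 0% = DMSO wells and 100% = 10 µM SAHA wells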
DAX1 inh-1: blocks DAX1 repression of SF-1 activated StAR promoter. hit rate 1.1% among 370,000. HEK293T StAR-luciferase reporter, SF-1/DAX-1 repression relief. AID 652010. inhibition, % at 6.8 µM;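 active means inhibition above the mean over all tested compounds plus 3 SD, cut at about 3.6% in these data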;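 further: 0% = DAX-1 cells with DMSO and 100% = cells lacking DAX-1 with DMSO; higher inhibition means more luminescence from relief of DAX-1 repression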
ssDAF12 agonist: activates DAF-12 receptor from parasite S. stercoralis; HEK293 ssDAF-12/GRIP1 lit1-tk-luc reporter, luminescence; % of 3 µM dafachronic acid response; activation, % at 6.8 µM; hit rate 1% among 370,000; AID 652126;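 active means activation above the mean over all tested compounds plus 3 SD, cut at about 0.9% in these data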;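 further: 0% = DMSO-only wells and 100% = 3 µM delta7-dafachronic acid wells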
hcDAF12 agonist: H. contortus DAF-12 activation, primary screen; HEK293 hcDAF-12 lit1-tk-luc reporter, luminescence; 0% DMSO, 100% Δ7-dafachronic acid; activation, % at 6.8 µM; hit rate 1.4% among 370,000; AID 652067;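 active means activation above the mean of all tested compounds plus 3 SD, cut at about 5.5% in these data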;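 further: 100% = response to 3 µM Δ7-dafachronic acid high control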
SMARCA2 act: increases SMARCA2 function in MMTV reporter cells. AID 652017. hit rate 1% among 370,000. activation, % at 9.1 µM. MG213 cells, MMTV-luciferase reporter, dexamethasone, overnight; in the data active means activation above about 7.8%;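 further: 0% = vehicle wells and 100% = reference activator wells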
GC-B act: GC-B (human) receptor activation; P20594; HEK293-GC-B cells, CNP EC30, cGMP TR-FRET; 0% at EC30 CNP, 100% saturating CNP; activation, % at 10 µM; hit rate 0.11% among 370,000;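 active means activation at 10 µM reaching about 35% in either raw or pattern-adjusted values, limit read from the data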
DAX1 inh-2: inhibits human nuclear receptor DAX1; P51843; HEK293 Gal4-DAX1 luciferase reporter, luminescence; inhibition, % at 6.75 µM; hit rate 0.99% among 340,000; AID 504766;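 active means inhibition above the mean over all tested compounds plus 3 SD, cut at about 4.2% in these data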;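 further: 0% = DAX1-transfected cells with DMSO and 100% = empty-vector control cells with DMSO; inhibition shows as a rise in luminescence from relieved DAX1 repression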
Target sequence (P51843 207-470 limits assumed): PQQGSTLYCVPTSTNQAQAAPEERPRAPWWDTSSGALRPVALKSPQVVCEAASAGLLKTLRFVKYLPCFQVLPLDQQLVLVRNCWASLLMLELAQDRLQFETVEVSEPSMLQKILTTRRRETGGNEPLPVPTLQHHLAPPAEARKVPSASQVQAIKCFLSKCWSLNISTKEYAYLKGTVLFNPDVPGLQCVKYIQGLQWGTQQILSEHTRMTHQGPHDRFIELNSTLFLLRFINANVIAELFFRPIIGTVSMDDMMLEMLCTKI
NPR1 activator: GC-A (human) enzyme activation; P16066; HEK293 GC-A cells, cGMP TR-FRET, EC30 ANP; 0% at EC30 ANP, 100% saturating ANP; activation, % at 10 µM; hit rate 0.14% among 370,000; in the data active means activation above about 40%
* hit, by the source's call. Hits appear at their usual frequency; about 6.7% have a hit in one of these screens.

Screening NNC(=O)c1ccc(Cn2cc(Br)cn2)o1 returned proKLK7 act -0.1, hgDAF-12 ag 2.8, HGIII-sPLA2 inh 2, GAA850 FXN act 3.3, DAX1 inh-1 -0.1, ssDAF12 agonist -0.9, hcDAF12 agonist -0.9, SMARCA2 act 8.1*, GC-B act 1, DAX1 inh-2 4.5* and NPR1 activator -2.
O=C(CSc1nnc(COc2cccc3cccnc23)o1)N1CCCC1 was read as proKLK7 act 1.9, hgDAF-12 ag 6.3, HGIII-sPLA2 inh -1, GAA850 FXN act -0.7, DAX1 inh-1 0.7, ssDAF12 agonist -1.8, hcDAF12 agonist -1.6, SMARCA2 act 1, GC-B act 1, DAX1 inh-2 -0.9 and NPR1 activator -1.
`O=C(Nc1ccc(N2CCOCC2)cc1)c1ccc(S(=O)(=O)NCc2ccco2)cc1` gave proKLK7 act -0.2, hgDAF-12 ag 2.0, HGIII-sPLA2 inh 13, GAA850 FXN act 0.4, DAX1 inh-1 -0.5, ssDAF12 agonist -0.6, hcDAF12 agonist 0.3, SMARCA2 act -5, GC-B act 5, DAX1 inh-2 -0.1 and NPR1 activator -6.
Screening CCOC(=O)C1=CCN(S(=O)(=O)c2ccc(Cl)cc2)C1c1cccc(Cl)c1 (stereo not given) returned proKLK7 act -0.1, hgDAF-12 ag 0.6, HGIII-sPLA2 inh -8, DAX1 inh-1 0.2, ssDAF12 agonist -1.3, hcDAF12 agonist -2.0, SMARCA2 act -4, GC-B act 0 and NPR1 activator -9.
Screening COc1cc2c(cc1OC)C(C)N(C(=O)c1c(C)noc1C)CC2 (stereo not given) returned proKLK7 act -0.3, hgDAF-12 ag -0.3, HGIII-sPLA2 inh 0, GAA850 FXN act -0.3, DAX1 inh-1 0.0, ssDAF12 agonist -0.9, hcDAF12 agonist -1.0, SMARCA2 act 0, GC-B act 0, DAX1 inh-2 -0.3 and NPR1 activator 4.
`COc1ccc(CNC(=O)Cn2nc(Cc3cccnc3)c3ccccc3c2=O)cc1` gave proKLK7 act 0.3, hgDAF-12 ag -3.6, HGIII-sPLA2 inh 10, GAA850 FXN act 2.0, DAX1 inh-1 -0.4, ssDAF12 agonist 0.2, hcDAF12 agonist 0.5, SMARCA2 act -2, GC-B act 4, DAX1 inh-2 0.3 and NPR1 activator -1.
For CC(=O)c1c(C)[nH]c(C(=O)COC(=O)CCCOc2ccccc2)c1C the results were proKLK7 act -0.1, hgDAF-12 ag 1.0, HGIII-sPLA2 inh 0, GAA850 FXN act -0.2, DAX1 inh-1 0.2, ssDAF12 agonist -1.0, hcDAF12 agonist -0.8, SMARCA2 act -4, GC-B act -1, DAX1 inh-2 -1.1 and NPR1 activator 4.
Screening Cc1cc(=O)n2[nH]c(-c3ccsc3-n3c(C)ccc3C)cc2n1 returned proKLK7 act -0.2, hgDAF-12 ag -1.5, HGIII-sPLA2 inh -9, GAA850 FXN act 2.5, DAX1 inh-1 1.1, ssDAF12 agonist -1.1, hcDAF12 agonist 0.6, SMARCA2 act 5, GC-B act 0, DAX1 inh-2 2.2 and NPR1 activator -13.
`CCOc1cc(OCC)cc(C(=O)N2CCC[C@H]2C(=O)N2CCC[C@H]2C(=O)N[C@H](C)c2ccccc2)c1` gave proKLK7 act 0.5, hgDAF-12 ag -1.5, HGIII-sPLA2 inh 7, DAX1 inh-1 -0.4, ssDAF12 agonist -1.2, hcDAF12 agonist -0.5, SMARCA2 act -3, GC-B act 4 and NPR1 activator 0.
`OCC[C@@H]1C[C@H](O)[C@@H](O)[C@@]2(OCc3cc(Cl)ccc32)O1` gave proKLK7 act -0.6, hgDAF-12 ag -0.3, HGIII-sPLA2 inh 3, GAA850 FXN act 1.0, DAX1 inh-1 -0.6, ssDAF12 agonist -0.8, hcDAF12 agonist -0.3, SMARCA2 act 3, GC-B act 1, DAX1 inh-2 0.7 and NPR1 activator 2.
For C/C(=C\C(=O)c1ccc(Cl)s1)N(C)C the results were proKLK7 act 0.1, hgDAF-12 ag -0.9, HGIII-sPLA2 inh -7, GAA850 FXN act 1.0, DAX1 inh-1 -0.4, ssDAF12 agonist -1.1, hcDAF12 agonist 1.0, SMARCA2 act -1, GC-B act -1, DAX1 inh-2 -0.1 and NPR1 activator -4.
O=C(Oc1ccccc1[N+](=O)[O-])c1cccnc1 was read as proKLK7 act 0.1, hgDAF-12 ag 1.5, HGIII-sPLA2 inh -3, GAA850 FXN act -1.7, DAX1 inh-1 0.2, ssDAF12 agonist -0.5, hcDAF12 agonist 3.3, SMARCA2 act 0, GC-B act -3, DAX1 inh-2 -0.3 and NPR1 activator 2.
c1ccc(-n2nnnc2-c2cccc3ccccc23)cc1 was read as proKLK7 act 0.0, hgDAF-12 ag 4.7, HGIII-sPLA2 inh -9, GAA850 FXN act -3.7, DAX1 inh-1 -3.8, ssDAF12 agonist -1.0, hcDAF12 agonist -1.9, SMARCA2 act -1, GC-B act -8, DAX1 inh-2 -1.7 and NPR1 activator -5.
`Cc1ccc(-n2c(C)cc(C(=O)COc3cccnc3[N+](=O)[O-])c2C)cc1` gave proKLK7 act 0.0, hgDAF-12 ag -8.7, HGIII-sPLA2 inh 5, GAA850 FXN act -12, DAX1 inh-1 -1.1, ssDAF12 agonist -1.9, hcDAF12 agonist -3.5, SMARCA2 act -8, GC-B act -4, DAX1 inh-2 -3.8 and NPR1 activator -5.
`CCNC(=S)N1CCN(S(=O)(=O)/C=C/c2ccccc2)CC1` gave proKLK7 act -0.1, hgDAF-12 ag -1.3, HGIII-sPLA2 inh 9, GAA850 FXN act -3.1, DAX1 inh-1 -0.4, ssDAF12 agonist -1.2, hcDAF12 agonist 0.0, SMARCA2 act -1, GC-B act -1, DAX1 inh-2 -0.1 and NPR1 activator -3.

Not a retest: entries from further up.
`Cc1ccc(-n2c(C)cc(C(=O)COc3cccnc3[N+](=O)[O-])c2C)cc1` gave proKLK7 act 0.0, hgDAF-12 ag -8.7, HGIII-sPLA2 inh 5, GAA850 FXN act -12, DAX1 inh-1 -1.1, ssDAF12 agonist -1.9, hcDAF12 agonist -3.5, SMARCA2 act -8, GC-B act -4, DAX1 inh-2 -3.8 and NPR1 activator -5.
`CCNC(=S)N1CCN(S(=O)(=O)/C=C/c2ccccc2)CC1` gave proKLK7 act -0.1, hgDAF-12 ag -1.3, HGIII-sPLA2 inh 9, GAA850 FXN act -3.1, DAX1 inh-1 -0.4, ssDAF12 agonist -1.2, hcDAF12 agonist 0.0, SMARCA2 act -1, GC-B act -1, DAX1 inh-2 -0.1 and NPR1 activator -3.

Continued.
For O=C(Nc1cccnc1Oc1ccc(Cl)cc1)c1cccc2ccccc12 the results were proKLK7 act 1.0, hgDAF-12 ag -0.9, HGIII-sPLA2 inh 12, GAA850 FXN act 0.9, DAX1 inh-1 0.2, ssDAF12 agonist -0.8, hcDAF12 agonist 0.6, SMARCA2 act -6, GC-B act -3, DAX1 inh-2 6.0* and NPR1 activator -1.
For COc1ccc(C2=NOC(Cn3nc(C(=O)NCc4cccc(Br)c4)cc3-c3ccccc3)C2)cc1 (stereo not given) the results were proKLK7 act 0.1, hgDAF-12 ag -0.8, HGIII-sPLA2 inh 3, GAA850 FXN act 1.8, DAX1 inh-1 -0.3, ssDAF12 agonist -1.0, hcDAF12 agonist -0.2, SMARCA2 act 1, GC-B act -4, DAX1 inh-2 -0.6 and NPR1 activator 2.
`Cc1cc(C)cc(Oc2ncnc3c2ncn3Cc2c(Cl)cccc2Cl)c1` gave proKLK7 act 0.3, hgDAF-12 ag -1.3, HGIII-sPLA2 inh -3, GAA850 FXN act -2.0, DAX1 inh-1 -0.7, ssDAF12 agonist -1.9, hcDAF12 agonist -3.1, SMARCA2 act -4, GC-B act -1, DAX1 inh-2 0.3 and NPR1 activator 0.
For NC(=O)c1ccc(NCC2COc3ccccc3O2)c([N+](=O)[O-])c1 (stereo not given) the results were proKLK7 act -0.5, hgDAF-12 ag -0.6, HGIII-sPLA2 inh 1, GAA850 FXN act 1.9, DAX1 inh-1 -0.5, ssDAF12 agonist -1.1, hcDAF12 agonist -0.9, SMARCA2 act 2, GC-B act -1, DAX1 inh-2 2.0 and NPR1 activator 3.
`CCNc1nc(NCC)n2c(SCc3nc4ccccc4c(=O)[nH]3)nnc2n1` gave proKLK7 act 1.1, hgDAF-12 ag 0.9, HGIII-sPLA2 inh 4, GAA850 FXN act -0.4, DAX1 inh-1 -0.2, ssDAF12 agonist -1.4, hcDAF12 agonist -0.2, SMARCA2 act -4, GC-B act 5, DAX1 inh-2 1.2 and NPR1 activator 4.
Cc1c(C(=O)Nc2ccccc2Cl)oc2ccc(S(=O)(=O)N3CCC4(CC3)OCCO4)cc12 was read as proKLK7 act -0.8, hgDAF-12 ag -1.2, HGIII-sPLA2 inh -1, GAA850 FXN act -0.2, DAX1 inh-1 -1.0, ssDAF12 agonist -0.4, hcDAF12 agonist -0.4, SMARCA2 act -2, GC-B act -7, DAX1 inh-2 1.1 and NPR1 activator -4.
`Clc1cccc(-c2nnc(SCc3nc4ccccc4[nH]3)n2Cc2ccco2)c1` gave proKLK7 act -0.8, hgDAF-12 ag -1.2, HGIII-sPLA2 inh -25, GAA850 FXN act -2.2, DAX1 inh-1 -1.8, ssDAF12 agonist -1.7, hcDAF12 agonist -0.7, SMARCA2 act -2, GC-B act 1, DAX1 inh-2 -1.1 and NPR1 activator -7.
`Cc1cccc(-c2noc(CN(C(C)C)S(=O)(=O)c3ccc(F)cc3)n2)c1` gave proKLK7 act -0.2, hgDAF-12 ag -1.6, HGIII-sPLA2 inh -2, GAA850 FXN act 1.4, DAX1 inh-1 -1.0, ssDAF12 agonist -1.6, hcDAF12 agonist -0.7, SMARCA2 act 0, GC-B act -6, DAX1 inh-2 0.0 and NPR1 activator 0.
COC(=O)C1(C(O)C(=O)c2ccc(C)cc2C)CCCCC1 (stereo not given) was read as proKLK7 act -0.2, hgDAF-12 ag -1.4, HGIII-sPLA2 inh 1, GAA850 FXN act -2.1, DAX1 inh-1 0.0, ssDAF12 agonist -1.2, hcDAF12 agonist -2.2, SMARCA2 act -3 and DAX1 inh-2 -0.4.
`COCCc1nc2ccc(C(=O)N(C)Cc3cccc(-n4cccn4)c3)cc2o1` gave proKLK7 act 0.1, hgDAF-12 ag 6.7, HGIII-sPLA2 inh -3, GAA850 FXN act 3.6, DAX1 inh-1 3.0, ssDAF12 agonist -0.2, hcDAF12 agonist 4.0, SMARCA2 act 6, GC-B act -6, DAX1 inh-2 1.8 and NPR1 activator -1.
OCCSc1ncnc2c1oc1ccccc12 was read as proKLK7 act -0.5, hgDAF-12 ag 0.5, HGIII-sPLA2 inh 9, GAA850 FXN act 2.7, DAX1 inh-1 0.6, ssDAF12 agonist -1.7, hcDAF12 agonist -0.5, SMARCA2 act 0, GC-B act -1, DAX1 inh-2 -1.1 and NPR1 activator 1.
CCOc1ccc2[nH]cc(S(=O)(=O)c3ccc(F)cc3)c(=O)c2c1 was read as proKLK7 act -0.2, hgDAF-12 ag 0.0, HGIII-sPLA2 inh 5, GAA850 FXN act -1.0, DAX1 inh-1 -0.4, ssDAF12 agonist -1.4, hcDAF12 agonist -0.4, SMARCA2 act -2, GC-B act -6, DAX1 inh-2 -1.2 and NPR1 activator -2.
